Screens: PubChem, National Center for Advancing Translational Sciences (NCATS)
TCR activator – Activators of T cell receptors: qHTS campaign | 330,000 tested, under 10 active | Potency, µM (highest dose often 9.22 µM), without a hit: at the top dose activation of IL-2 secretion, actives largely listed as activators | primary human leukocytes, anti-CD3, IL-2 HTRF, 48 h; note: % of control where 0% means no effect
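TCR engagement came from a-CD3 beads alone, with compounds added to primary human leukocytes for 48 hr. Secreted IL-2 bridged europium cryptate- and d2-labelled anti-IL-2 antibodies, giving FRET emission at 665nm after 320nm excitation.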
TSHR antagonist – Antagonists of the Thyroid Stimulating Hormone Receptor: HTS campaign; AID 504810, 2011; 330,000 tested, 0.2% active; activity change, negative = inhibition, % at 11.5 µM; TSHR-expressing cells, TSH-stimulated cAMP HTRF, 2 h; active compounds read low; Thyrotropin receptor (Homo sapiens), P16473;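 active = activity change below a set negative limit, meaning inhibition stronger than a set level, cut at about -70% in these data; inconclusive = activity change between two set negative limits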; note: % is set by controls: 0 for no effect and ±100 for the full control effect
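Competitive HTRF cAMP read-out (cryptate anti-cAMP antibody, cAMP-d2; 30 min, room temperature) in freshly harvested TSHR cells. Compounds added before TSH at EC80 (4nM final), followed by 2 hours' incubation at 37 deg C.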
Mito fusion yeast – qHTS Assay for Small Molecule Inhibitors of Mitochondrial Division or Activators of Mitochondrial Fusion | S. cerevisiae fusion-defective mutant growth rescue, CellTiterGlo 48 h | Potency, µM (top dose mostly 46.1 µM), for the others: top-dose growth rescue (activation), hits mostly activators | 320,000 tested, 0.23% active | AID 485298, 2010;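 note: potency is the fitted concentration of half-maximal effect; % of control where 0% means no effect; nearly all actives have a fitted effect of over 45% in size; temperature-sensitive fusion mutants such as fzo1-1 at 37 °C on non-fermentable ethanol glycerol medium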
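Luminescent cell viability in 1536-well qHTS format served as the measure of rescued growth in ts fusion-mutant S. cerevisiae cultured on non-fermentable YPEG for 48 hours at 37C.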
Integrin act MD – qHTS for Activators of Integrin-Mediated Alleviation for Muscular Dystrophy | Potency, µM (top dose mostly 38.3 µM), without a hit: at the top dose activation, actives largely listed as activators | alpha7betagal myoblasts, beta-gal FDG fluorescence, 48 h | 350,000 tested, 0.064% active | AID 624291, 2012;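 note: potency is the fitted concentration of half-maximal effect; 100% = response of the positive control SU9516; nearly all actives have a fitted effect of over 60% in size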
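alpha7betagal+/- myoblasts (passage 13, 250/well) treated 48 h at 37C with compounds at 1:260 dilution of DMSO stock. Lysed, then beta-galactosidase activity read as FDG fluorescence (ex 480/em 540) after 30 min, with pre-read for autofluorescence.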
S-ASM inh – Inhibitors of Secretory Acid Sphingomyelinase (S-ASM): qHTS. Sphingomyelin phosphodiesterase (Homo sapiens), P17405. placental ASM, HMU-PC fluorogenic substrate, 60 min. Potency, µM (top dose mostly 57.5 µM), for inactives: top-dose activity change, negative = inhibition, hits mostly inhibitors. 340,000 tested, 0.006% active. AID 504937, 2011; note: potency is the fitted concentration of half-maximal effect
Target sequence (P17405 47-631 limits assumed): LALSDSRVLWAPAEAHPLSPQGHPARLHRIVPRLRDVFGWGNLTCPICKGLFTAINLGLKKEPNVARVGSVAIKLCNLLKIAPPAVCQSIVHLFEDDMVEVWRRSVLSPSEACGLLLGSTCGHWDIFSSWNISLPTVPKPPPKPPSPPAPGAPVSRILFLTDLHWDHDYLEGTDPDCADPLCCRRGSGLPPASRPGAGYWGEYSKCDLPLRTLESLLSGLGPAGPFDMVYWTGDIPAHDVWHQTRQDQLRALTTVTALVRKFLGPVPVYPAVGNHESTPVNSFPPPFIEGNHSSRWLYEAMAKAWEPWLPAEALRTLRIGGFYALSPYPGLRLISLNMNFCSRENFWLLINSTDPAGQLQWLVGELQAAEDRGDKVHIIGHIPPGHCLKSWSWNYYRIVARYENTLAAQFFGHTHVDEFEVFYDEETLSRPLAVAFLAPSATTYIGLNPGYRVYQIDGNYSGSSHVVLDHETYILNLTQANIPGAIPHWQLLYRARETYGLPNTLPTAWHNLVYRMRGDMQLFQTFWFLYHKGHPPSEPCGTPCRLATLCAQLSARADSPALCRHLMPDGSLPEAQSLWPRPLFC
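Steps: dispense placental human ASM, pin compound, wait 10 min at room temperature, add HMU-PC0 substrate at 9 uM final, incubate 60 min at 37 °C, add stop solution raising pH to 10, read fluorescence.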
Eya2 inh – qHTS Assay for Inhibitors of the Phosphatase Activity of Eya2; Protein phosphatase EYA2 (Homo sapiens), O00167; recombinant Eya2, OMFP fluorescence dephosphorylation (OMFP is methylfluorescein phosphate); Potency, µM (doses to about 76.9 µM), for inactives: at the top dose activity, negative = inhibition, usual class: inhibitors; 330,000 tested, 0.006% active; AID 488837, 2010; note: potency is the fitted concentration of half-maximal effect; % is set by controls: 0 for no effect and ±100 for the full control effect
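Eya2 (0.2 uM) preincubated 10 min at ambient with compound, then OMFP substrate added at 50 uM; 10 min reaction in 50 mM HEPES pH 7.5, 50 mM NaCl, 5 uM MgCl2, 0.05% BSA, 1 mM DTT. Fluorescence read at Ex 485/Em 525 nm.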
ELG1 DNA repair – qHTS screen for small molecules that inhibit ELG1-dependent DNA repair in human embryonic kidney (HEK293T) cells expressing luciferase-tagged ELG1; HEK293T ELG1-luciferase reporter, luminescence, 16 h; DNA damage induced by 5-fluorouridine; Potency, µM (highest dose often 46.1 µM), inactives show at the highest dose activity change, negative = inhibition, hits mostly inhibitors; 330,000 tested, 2.3% active; AID 504467, 2011; note: potency is the fitted concentration of half-maximal effect; % is set by controls: 0 for no effect and ±100 for the full control effect; nearly all actives have a fitted effect of over 55% in size
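In this reporter screen, reduction of luminescence relative to DMSO vehicle indicated activity. Compounds and 5-fluorouridine were added together to 2,000 cells per well, incubated for 16 hr at 37 °C, then developed with ONE-Glo.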
Tb PFK inh – qHTS Assay to Find Inhibitors of T. brucei phosphofructokinase; ATP-dependent 6-phosphofructokinase (Trypanosoma brucei brucei), O15648; T. brucei PFK, ADP-Glo luminescence; Potency, µM (top dose mostly 57.5 µM), inactives show at the top dose activity, negative = inhibition, hits mostly inhibitors; 330,000 tested, 0.17% active; AID 485367, 2010;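 note: potency is the fitted concentration of half-maximal effect; 0% = uninhibited 1x PFK enzyme wells and -100% = no-enzyme wells; nearly all actives have a fitted effect of over 60% in size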
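1.25 nM PFK with 0.5 mM F6P and 0.1 mM ATP in 0.1 M TEA pH 8.0, 5 mM MgCl2, incubated 45 min at room temperature; ADP measured by ADP-Glo luminescence; compounds titrated up to 57 uM.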
A-T KAP1 phos – qHTS Assay for Identifying a Potential Treatment of Ataxia-Telangiectasia; AID 485349, 2010; Potency, µM (highest dose often 57.5 µM), for the others: at the top dose activation, most hits filed as activators; 320,000 tested, 0.19% active; […] A-T fibroblasts, KAP-1 phosphorylation AlphaLISA; neocarzinostatin DNA damage 30 min before lysis; note: potency is the fitted concentration of half-maximal effect; % of control where 0% means no effect; nearly all actives have a fitted effect of over 45% in size
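ATM-like activity read as KAP-1 phosphorylation via AlphaLISA donor/acceptor antibody pairs after lysis and 6 hr at 25C. Cells were ATM-null patient fibroblasts ([…], hTERT), dosed 60 min, then exposed to the DSB inducer NCS for 30 min.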
Chronic BCR inh – qHTS Assay to Find Inhibitors of Chronic Active B-Cell Receptor Signaling | ABC-DLBCL IkBa-CBG/CBR reporter, luminescence ratio, 4 h | Potency, µM (highest dose often 46.1 µM), inactives show at the highest dose ratio change, negative = lower green/red ratio, most hits filed as inhibitors | 340,000 tested, 0.05% active; active = well fitted inhibition curve with a large enough effect in the signal ratio, with a control signal flat, not every such curve was filed as active; inconclusive = small, poorly fitted or top-dose-only effect, or effect the other way, or a change in a side signal; the % refers to the signal ratio;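 note: potency is the fitted concentration of half-maximal effect; plate controls were basal doxycycline-induced cells for no effect and cells given 10 µM MG132 for full effect; MG132 reads +100%, hits lower the ratio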
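Concentration-response series (up to 46 uM) were applied to TMD8 dual-reporter cells for 4 h at 37C with doxycycline. Green/red ratio, after filter-overlap correction, defined %Activity; red signal alone was normalised to basal cells and zero luminescence.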
PTAP TSG101 blk – qHTS Assay for Iinhibitors of HIV-1 Budding by Blocking the Interaction of PTAP/TSG101. Tumor susceptibility gene 101 protein (Homo sapiens), Q99816. Fluorescence polarization, FITC-PTAP peptide / Tsg101 binding. Potency, µM (series often up to 115 µM), for inactives: at the highest dose activity change, negative = inhibition, usual class: inhibitors. 340,000 tested, under 10 active. AID 493005, 2010; active = well fitted inhibition curve with a large enough effect in the main read-out, with a control signal flat, not every such curve was filed as active; inconclusive = small, poorly fitted or top-dose-only effect, or effect the other way, or a change in a side signal; inactive = no such curve, though single readings can be large or run the other way; note: potency is the fitted concentration of half-maximal effect; % of control where 0% means no effect
Target sequence (Q99816 whole entry, looked up): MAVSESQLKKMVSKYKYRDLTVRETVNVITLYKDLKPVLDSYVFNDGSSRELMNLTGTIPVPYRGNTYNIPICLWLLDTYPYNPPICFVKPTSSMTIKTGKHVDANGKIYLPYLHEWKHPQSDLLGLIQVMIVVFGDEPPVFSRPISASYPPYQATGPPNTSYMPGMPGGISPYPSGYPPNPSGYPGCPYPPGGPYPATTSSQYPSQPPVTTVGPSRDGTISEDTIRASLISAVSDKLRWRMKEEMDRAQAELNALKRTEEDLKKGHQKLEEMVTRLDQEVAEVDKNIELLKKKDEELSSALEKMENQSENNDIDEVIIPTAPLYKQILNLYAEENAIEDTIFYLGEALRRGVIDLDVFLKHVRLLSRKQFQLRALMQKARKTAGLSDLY
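Fluorescence polarization binding of Tsg101 binding domain (10 uM final) to FITC-labeled PTAP peptide (50 nM final) in HEPES pH 7.5 buffer with NaCl, Tween 20, EDTA, TCEP. Compounds added before peptide; binding 20 min at RT.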
* hit, by the source's call; ? = inconclusive; . = not tested or not shown; [ ] = dose if it differs, or a comment. Unless noted, calls come from the whole dose curve; as a rule, active = well fitted curve in the direction sought with a large enough effect; inconclusive = small, poorly fitted or top-dose-only effect, or another doubt; inactive = no such curve, though single readings can be large; an effect the other way counts as inactive or inconclusive.

Results follow in this order: TCR activator | TSHR antagonist | Mito fusion yeast | Integrin act MD | S-ASM inh | Eya2 inh | ELG1 DNA repair | Tb PFK inh | A-T KAP1 phos | Chronic BCR inh | PTAP TSG101 blk
Cc1ccc(-n2ncc3c(=O)[nH]c(SCC(=O)N4CCOCC4)nc32)cc1
    3.7% | -16.4 | -0.7% | -16.8% | 2.6% | 10.0% | -4.1% | -1.4% | -0.6% | -0.8% | -6.6%
O=CN(CCN(C=O)CN1CCCCC1)CN1CCCCC1
    1.1% | 10.9 | 1.8% | -4.6% | 1.5% | -5.6% | 11.4% | 0.4% | -10.0% | 1.0% | 0.0%
COc1ccc(CCN(C)C(=O)COC(=O)/C=C/c2ccc(C)o2)cc1OC
    1.7% | 6.3 | 0.6% | -18.7% | 0.2% | 17.5% | ? | -5.6% | -24.0% | ? | 0.1%
CCc1ccc(Nc2n[n+](-c3ccccc3)c(-c3ccc(OCc4ccccc4)cc3)s2)cc1
    -0.3% | -1.0 | -8.5% | -30.9% | 18.6% | -1.7% | 13µM* | 1.2% | 10.7% | ? | 4.0%
Cc1cc(C(C)(C)C)cc(C)c1C(=O)O
    9.7% | -6.8 | -6.0% | 12.6% | 5.1% | ? | -7.9% | 0.8% | -1.5% | 2.7% | -0.6%
Cc1ccc(CNC(=O)Nc2ccccc2)cc1
    3.6% | 4.3 | -3.9% | 3.4% | -0.7% | 0.0% | ? | -4.6% | 3.0% | -9.0% | -2.1%
CCNC(=O)CN(C1CCCCC1)S(C)(=O)=O
    -3.8%[46.1 µM] | -5.3 | -3.3% | 14.4% | -6.2% | 4.0% | -11.6% | -6.6% | -10.2% | -2.8% | -1.1%
CCOc1ccc(S(=O)(=O)n2nc(C)cc2C)cc1
    . | -8.8 | -0.3% | 10.0% | -4.9% | 12.2% | -5.3% | 0.3% | -2.9% | 1.1% | 1.5%
Cc1ccc(C2(c3ccc(C)cc3)CC2C(=O)NC(C)C)cc1 (stereo not drawn)
    -1.6% | 1.5 | -21.3% | 18.6% | 0.5% | 5.5% | -1.8% | -4.7% | 2.2% | -0.4% | -5.9%
COc1ccc(NC(=O)Cn2nc(C(=O)O)c3ccccc3c2=O)cc1Cl
    -4.7% | -3.7 | 4.3% | -15.3% | 7.5% | -5.7% | ? | 0.9% | 1.9% | -5.4% | 0.4%
O=C(O)CSc1nnc(Cn2cnc3ccccc32)n1CCc1ccccc1
    -0.7% | -10.0 | 0.7% | -0.3% | 2.3% | 1.3% | 0.0% | -1.1% | -0.3% | -1.2% | -1.7%
CN(CC(=O)Nc1ccc(F)c(F)c1F)C(=O)C1CSC2(C)CCC(=O)N12 (stereo not drawn)
    -3.6% | 17.2 | -8.5% | -8.1% | 0.9% | 20.0% | 4.0% | -10.6% | -4.5% | -0.5% | -8.7%
CC[N+](C)(CC)CC(=O)OCC1C(C)C=C(C)CC1C (stereo not drawn)
    -2.6% | 5.9 | 0.7% | 9.2% | 6.0% | -5.2% | 4.7% | 7.8% | 18.9% | 12.6% | 0.7%
COc1cccc(S(=O)(=O)N2CCN(Cc3ccc4c(c3)OCO4)CC2)c1
    0.7% | -5.2 | 1.6% | ? | -2.8% | -4.9% | ? | -4.6% | -1.3% | -0.3% | .
CCN(CC)CCn1c(SCC(=O)Nc2ccc(F)cc2)nc2c(sc3ccccc32)c1=O
    . | -0.7 | -5.6% | . | . | -1.3% | -19.1% | -23.3% | -7.6% | ? | .
Cc1[nH]cnc1C(=O)N/N=C/c1c(Cl)cccc1Cl
    -1.2% | -1.7 | -21.5% | 37.4% | -1.3% | -2.0% | ? | ? | 2.9% | ? | -2.6%
CC1Cc2cc(S(=O)(=O)N3CCC(C(=O)N(C)Cc4ccco4)CC3)ccc2N1C(=O)C1CCC1 (stereo not drawn)
    3.3% | -8.7 | -6.7% | ? | -0.2% | -1.1% | ? | 1.5% | -1.8% | 4.9% | -2.2%
COC(=O)C1CN(S(=O)(=O)c2ccc(C)cc2)CCN1S(=O)(=O)c1ccc(C)cc1 (stereo not drawn)
    -29.8% | -2.1 | 0.9% | -35.3% | -0.5% | 2.6% | -15.5% | 2.9% | 7.9% | 5.9% | -0.2%
CSc1ncccc1C(=O)OCc1ccc(Br)cc1
    -1.1% | 0.4 | -3.3% | 0.1% | -3.7% | 5.7% | 10.4% | -2.5% | 15.3% | -0.7% | 0.8%
Cc1ccc(-c2nn(C)c(=O)c3ccccc23)cc1CNS(C)(=O)=O
    -3.0% | . | -0.4% | 21.9% | 1.7% | 10.6% | 2.5% | -2.9% | -3.5% | ? | -5.1%
O=C(Cc1n[nH]c(=O)c2ccccc12)OCC(=O)N(Cc1ccccc1)Cc1ccccc1
    -1.6% | 15.2 | -0.2% | -6.9% | -12.4% | -11.5% | ? | 0.0% | 23.1% | ? | 0.0%
Cc1nccn1-c1ccc(C(F)(F)F)cc1[N+](=O)[O-]
    1.7% | -1.4 | -2.1% | 7.4% | 11.3% | -3.0% | -1.8% | 7.8% | -2.6% | ? | 0.2%
COCC1CCN(C(=O)c2cc(COc3ccc(-n4cncn4)cc3)on2)C1 (stereo not drawn)
    -0.7% | 2.7 | 0.2% | -8.8% | 0.4% | 6.2% | 12.2% | -3.5% | 7.4% | 0.1% | 5.6%
CC(C)n1cnc2c(=S)nc[nH]c21
    -0.5% | -1.9 | -7.8% | 7.3% | 2.5% | -25.0% | 5.9% | -4.6% | 0.9% | 7.5% | -0.7%
COc1ccc(NC(=O)N(CCO)Cc2cc3c(C)cc(C)cc3[nH]c2=O)cc1
    2.3% | -1.6 | 1.8% | 1.7% | -7.3% | 9.2% | ? | 1.0% | 7.7% | ? | -2.8%
OCCN1CCN(CC(O)COC(c2ccc(F)cc2)c2ccc(F)cc2)CC1 (stereo not drawn)
    4.1% | -6.5 | 0.2% | 0.0% | 0.8% | -8.8% | 2.0% | -7.3% | -14.3% | -1.3% | -1.8%
O=C1CC(N2CCN(c3ccc(F)cc3)CC2)C(=O)N1Cc1ccccc1 (stereo not drawn)
    -3.5% | -8.3 | -1.6% | 28.5% | 0.5% | 4.0% | -7.7% | 0.4% | 3.8% | 0.8% | -6.3%
CCc1ccc(S(=O)(=O)c2nnn3c2nc(NCCNC(C)=O)c2ccccc23)cc1
    -3.3% | -8.0 | -4.2% | 10.4% | -4.0% | -27.3% | 5.9% | -6.9% | -4.4% | 7.1% | -8.7%
O=C(/C(=N\O)n1cncn1)c1ccc(Br)cc1Br
    0.6% | 1.3 | 2.0% | 12.9% | 1.0% | -13.5% | 3.4% | 10.4% | 3.6% | 6.2% | -7.7%
COCCCn1cnnc1SC(C)C(=O)Nc1ccc(S(=O)(=O)N2CCOCC2)cc1 (stereo not drawn)
    2.1% | . | . | -0.7% | 3.7% | 3.4% | 0.0% | 0.6% | 19.9% | 6.5% | 0.8%
O=C(O)CCn1c(C2CCCCC2)nc2ccccc21
    -0.5% | -2.4 | -5.1% | 2.3% | 3.5% | 12.0% | 10.4% | -8.2% | 11.1% | 3.8% | -5.4%
CN(C)S(=O)(=O)N(CC(=O)N1CCC(Cc2ccccc2)CC1)c1ccccc1
    -7.1% | -7.0 | 5.2% | ? | 2.6% | -1.0% | ? | 5.7% | 4.4% | -7.6% | -0.3%
